# Screening results from PubChem.
# B2AR arrestin: recruits beta-arrestin to the human beta2-adrenergic receptor. 0.02% of 330,000 active. AID 492947. Potency, µM (doses to about 46.1 µM), inactives show top-dose activation, usual class: activators. beta-arrestin recruitment to beta2AR, cell-based reporter. P07550;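 also: potency is read from the fitted curve at half-maximal effect; 0% = DMSO controls and full agonism = EC100 isoproterenol or metaproterenol; nearly all actives have a fitted effect of over 65% in size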
# KCNH2 WT inh: blocks the wildtype human KCNH2 potassium channel; AID 720551; U2OS, BacMam KCNH2, thallium flux FluxOr; hits give low values; Q12809; 0.37% of 340,000 active; activity change, % at 1.84 µM;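 active = maximum activity change below -70%; inconclusive = maximum activity change between -70% and -50%; inactive = maximum activity change above -50%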
#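 U2OS cells transduced with wild-type KCNH2 virus are loaded with FluxOr dye for 45 min, and thallium flux is measured in kinetic reads before and after stimulation buffer. Rate constants are normalized to DMSO controls.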
# USP2a block: inhibitors of human ubiquitin-specific protease USP2a | USP2 core, Ub-CHOP2 coupled fluorogenic reporter, 485/531 | 0.01% of 330,000 active | Potency, µM (doses to about 38.3 µM), without a hit: top-dose activity change, negative = inhibition, most hits filed as inhibitors;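 also: potency is read from the fitted curve at half-maximal effect; plate controls were DMSO wells for no effect and full inhibition by NEM control for full effect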
# Target sequence (O75604 whole entry, looked up): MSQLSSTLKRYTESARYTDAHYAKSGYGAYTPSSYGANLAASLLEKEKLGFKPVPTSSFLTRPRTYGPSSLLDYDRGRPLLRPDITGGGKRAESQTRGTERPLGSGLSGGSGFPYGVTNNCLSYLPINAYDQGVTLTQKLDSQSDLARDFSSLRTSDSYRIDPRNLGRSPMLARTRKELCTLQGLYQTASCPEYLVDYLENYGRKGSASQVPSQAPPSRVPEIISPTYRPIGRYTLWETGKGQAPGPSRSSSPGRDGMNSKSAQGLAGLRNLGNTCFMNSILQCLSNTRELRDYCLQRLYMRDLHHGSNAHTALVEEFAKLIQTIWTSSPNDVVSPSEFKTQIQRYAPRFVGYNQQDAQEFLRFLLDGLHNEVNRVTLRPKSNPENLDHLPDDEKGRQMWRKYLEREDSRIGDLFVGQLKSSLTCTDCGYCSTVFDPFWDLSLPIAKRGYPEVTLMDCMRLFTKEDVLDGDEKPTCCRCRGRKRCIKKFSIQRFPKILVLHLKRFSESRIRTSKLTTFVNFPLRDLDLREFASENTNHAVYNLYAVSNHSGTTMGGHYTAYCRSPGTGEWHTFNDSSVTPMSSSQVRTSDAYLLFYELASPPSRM
#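 Cell-free coupled assay: 10nM USP2 core preincubated 30min RT with compound in Tris-HCl pH 8.0/CaCl2/CHAPS buffer, then 25nM Ub-CHOP2 and 25nM reporter substrate; fluorescence (Ex 485/Em 531) read after 60min RT, normalized to NEM inhibition, concentration-response curves fitted.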
# Giardia kill: Giardia lamblia killing. Giardia lamblia trophozoite viability. activity change, % at 7.66 µM, hits read low. 0.15% of 340,000 active. AID 540267; in the data active = activity change below about -80%; inconclusive = between about -30% and that limit;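 also: parasites exposed to compound for two days anaerobically before the ATP read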
#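 Each well holds 100 Giardia trophozoites and compound. After two days (48 hrs) at 37 deg C in anaerobic conditions, ATP is quantified by luminescence.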
# Eya2 inh: Eya2 (human) phosphatase inhibition; 0.006% of 330,000 active; recombinant Eya2, OMFP fluorescence dephosphorylation (OMFP is methylfluorescein phosphate); AID 488837; Potency, µM (titrated, usually from 76.9 µM), without a hit: top-dose activity, negative = inhibition, actives largely listed as inhibitors; also: potency is read from the fitted curve at half-maximal effect
#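 Eya2 (0.2 uM) preincubated 10 min at ambient with compound, then OMFP substrate added at 50 uM; 10 min reaction in 50 mM HEPES pH 7.5, 50 mM NaCl, 5 uM MgCl2, 0.05% BSA, 1 mM DTT. Fluorescence read at Ex 485/Em 525 nm.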
# GALK inhibitor: inhibitors of human galactokinase. 0.007% of 270,000 active. AID 1868. P51570. Potency, µM (doses to about 57.5 µM), inactives show at the top dose activity change, negative = inhibition, actives largely listed as inhibitors. Purified GALK, Kinase-Glo residual ATP luminescence; also: potency is read from the fitted curve at half-maximal effect
#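 Quantitative HTS: GALK 5 nM, ATP 35 uM, galactose 100 uM, 1 h room temperature, then luciferase-based ATP detection.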
# FBPA coupling cs: counter-screen for Giardia aldolase inhibitors: coupling enzyme system; coupling enzyme system counterscreen, AmpLite Red fluorescence; activity change, negative = inhibition, % at 58.2 µM, hits read low; 0.67% of 290,000 active; in the data active = activity change below about -30%
#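 Activity here indicates interference with the coupling reaction, not aldolase inhibition. Compounds at 57.5 uM final met coupling enzymes for 10 min at RT; substrate and AmpLite Red detection followed, with a 525/598 nm fluorescence read after 20 min.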
# BCR signal inh: blocks chronic active B-cell receptor signaling. ABC-DLBCL IkBa-CBG/CBR reporter, luminescence ratio, 4 h. Potency, µM (top dose mostly 46.1 µM), without a hit: at the highest dose ratio change, negative = lower green/red ratio, hits mostly inhibitors. 0.05% of 340,000 active; active = well fitted inhibition curve with a large enough effect in the signal ratio, with a control signal flat, not every such curve was filed as active; inconclusive = small, poorly fitted or top-dose-only effect, or effect the other way, or a change in a side signal; the % refers to the signal ratio;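 also: potency is read from the fitted curve at half-maximal effect; plate controls were basal doxycycline-induced cells for no effect and cells given 10 µM MG132 for full effect; MG132 reads +100%, hits lower the ratio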
#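 TMD8 human ABC-DLBCL cells with doxycycline-inducible IκBα–green luciferase fusion and unfused red luciferase, in 0.5% FBS medium; compounds up to 46 uM, 4 h at 37C. Green/red luminescence ratio, filter-overlap corrected, fitted to concentration-response curves.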
# uPA generation: cell surface uPA generation inhibition. AID 540303. 0.31% of 330,000 active. Potency, µM (doses to about 38.3 µM), for inactives: top-dose activity change, negative = inhibition, hits mostly inhibitors. cell surface uPA generation assay, qHTS; active = well fitted inhibition curve with a large enough effect; inconclusive = small, poorly fitted or top-dose-only effect; inactive = no such curve, though single readings can be large or run the other way; tested in mouse RAW 264.7 cells; also: potency is read from the fitted curve at half-maximal effect; nearly all actives have a fitted effect of over 55% in size
# KCNH2 3.1 inh: blocks the human KCNH2 3.1 channel isoform | U2OS KCNH2 3.1, thallium flux FluxOr; hits give low values | activity change, % (tested at about 1.8 µM) | 0.95% of 340,000 active | AID 720553;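 active = maximum activity change below -70%; inconclusive = maximum activity change from -70% to -50%; inactive = maximum activity change above -50%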;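 also: thallium influx rate constant from kinetic fluorescence after stimulation buffer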
#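 Kinetic fluorescence (2 min after stimulation buffer) measures Tl+ influx through KCNH2 3.1 expressed by viral transduction in U2OS cells; the rate constant is normalized against DMSO controls serving as positive and negative references.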
# PKM2 activator: increases activity of human pyruvate kinase M2; P14618; AID 1631; purified PKM2, Kinase-Glo ATP luminescence, activation; response scale: 0% is enzyme alone, no compound; Potency, µM (titrated, usually from 57.5 µM), for inactives: at the highest dose activation, usual class: activators; 0.34% of 260,000 active; also: potency is read from the fitted curve at half-maximal effect; nearly all actives have a fitted effect of over 55% in size
# Target sequence (P14618 whole entry, looked up): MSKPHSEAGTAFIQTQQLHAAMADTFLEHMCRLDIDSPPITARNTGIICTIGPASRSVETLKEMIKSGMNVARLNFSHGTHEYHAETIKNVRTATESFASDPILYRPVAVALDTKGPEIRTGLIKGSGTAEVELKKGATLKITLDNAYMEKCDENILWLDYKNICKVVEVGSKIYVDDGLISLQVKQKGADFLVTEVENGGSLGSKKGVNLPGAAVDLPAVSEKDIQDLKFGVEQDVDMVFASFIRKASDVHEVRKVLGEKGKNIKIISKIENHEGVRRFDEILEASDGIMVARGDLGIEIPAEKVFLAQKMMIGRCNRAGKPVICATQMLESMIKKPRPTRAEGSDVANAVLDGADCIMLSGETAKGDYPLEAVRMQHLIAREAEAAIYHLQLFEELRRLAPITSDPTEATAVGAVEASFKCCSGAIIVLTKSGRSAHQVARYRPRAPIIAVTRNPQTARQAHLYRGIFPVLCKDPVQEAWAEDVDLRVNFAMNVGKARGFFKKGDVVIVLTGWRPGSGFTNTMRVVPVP
#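 ATP formation by purified human PK-M2, quantified via coupled luciferase luminescence after 1 h at room temperature with 0.1 mM ADP and 0.5 mM PEP final.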
# An asterisk follows results filed as active; u = inconclusive; x = not tested or not shown; & = joins results of further samples; [ ] = remark or other dose. Unless noted, calls follow the shape of the dose curve; as a rule, active = well fitted curve in the direction sought with a large enough effect; inconclusive = small, poorly fitted or top-dose-only effect, or another doubt; inactive = no such curve, though single readings can be large; an effect the other way counts as inactive or inconclusive. Unless noted, % is scaled to controls: 0 for no effect and ±100 for the full control effect.
SMILES,B2AR arrestin,KCNH2 WT inh,USP2a block,Giardia kill,Eya2 inh,GALK inhibitor,FBPA coupling cs,BCR signal inh,uPA generation,KCNH2 3.1 inh,PKM2 activator
O=C(Nc1cccc2cccnc12)c1cccc(N2C(=O)CCC2=O)c1,-0.2%,0,2%,-10,16%,7%,1,u,-1%,6,4%
CC1CN(S(=O)(=O)c2ccc(C(=O)Nc3ccccc3F)cc2)CC(C)O1 (stereo not given),0.1%,-2,3%,49[activator],-17%,x,x,-1%,-27%,-29,x
Cc1ccc(OCCCC(=O)NC(C)c2ccccc2)c(C)c1 (stereo not given),0.2%,-9,-8%,0,-21%,4%,-2,-10%,13%,5,8%
CCc1nc2ccccc2c(C(=O)NCc2ccc(OC)cc2)c1C,-0.6%,-7,3%,9,2%,-1%,-2,13%,3%,2,0%
C/C(=N\NC(=O)c1ccccn1)C12CC3CC(CC(C3)C1)C2,0.3%,-4,0%,2,-11%,1%,2,u,-11%,9,-1%
COc1ccc(NC(=O)CC2(Cc3ccccc3)CCOC(C)(C)C2)cc1 (stereo not given),-0.5%,1,2%,-4,-6%,0%,3,3%,5%,-16,8%
CS(=O)(=O)N1CCC(C(=O)Nc2ccc3c(c2)OCO3)CC1,-0.2%,-9,0%,1,-33%,0%,4,-3%,-9%,9,-9%
CCOC(=O)C1=C(C)NC(=O)NC1/C=C\c1ccccc1 (stereo not given),0.3%,11,1%,1,-13%,-3%,-6,5%,2%,10,5%
Cc1ccc(C)c(NC(=O)c2ccc3c(=O)n4c(nc3c2)CCC4)c1,0.1%,1,0%,1,-12%,x,x,-3%,u,3,x
CCC1Nc2ncnc(N3CCN(c4ccccn4)CC3)c2N(Cc2ccc(Cl)cc2)C1=O (stereo not given),0.1%,-17,-5%,-4,-12%,x,x,-16%,5%,-38,x
COc1ccc(N2CCN(C(CNC(=O)C(=O)NCCc3c[nH]c4ccccc34)c3ccco3)CC2)cc1 (stereo not given),-0.5%,5,4%,7,-10%,1%,0,-10%,9%,11,0%
CCOc1ccccc1NC(=O)CSc1nnc(-c2ccco2)n1Cc1ccco1,0.3%,32,3%,-23,17%,5%,2,u,8%,-2,4%
O=C(CCCSc1nc2ccccc2s1)Nc1nccs1,-1.0%,-8,1%,11,23%[15.4 µM],0%,-4,u,3%,-7,-2%
Cc1cccc(NC(=S)NNC(=O)CCn2nc(C)c([N+](=O)[O-])c2C)c1,-1.1%,-22,1%,-3,2%,-3%,1,-6%,-1%,10,-6%
CCn1cc([N+](=O)[O-])c(C(=O)N2N=C(c3ccc(O)c(OC)c3)CC2c2ccccc2O)n1 (stereo not given),9.1%,-4,-10%,7,1%,x,-8,-15%,-2%,6,18µM*
Cc1cnc(C(=O)OC(C)C(=O)Nc2ccc(Cl)cn2)cn1 (stereo not given),0.4%,-3,1%,5,16%,x,x,12%,2%,-23,x
Cc1cccc(NC(=O)CN(CC2CCCO2)C(=O)c2ccc(S(C)(=O)=O)cc2)c1C (stereo not given),-0.1%,-1,3%,12,-26%,x,x,-2%,16%,0,x
COc1ccc(C(=O)c2ncc(C(F)(F)F)cc2Cl)cc1,-0.8%,-4,0%,1,4%,2%,0,0%,6%,38,3%
CCCCn1c(N)c(NCc2ccccc2OC)c(=O)[nH]c1=O,-0.3%,-1,0%,10,3%,10%,1,2%,-3%,-16,-35%
COc1ccc(C)cc1NC(=O)CNc1ccc(C(C)=O)cc1,-0.3%,9,-3%,-18,-3%,x,3,-7%,6%,2,4%

# Random excerpt: 2 compounds from above, in no set order.
SMILES,B2AR arrestin,KCNH2 WT inh,USP2a block,Giardia kill,Eya2 inh,GALK inhibitor,FBPA coupling cs,BCR signal inh,uPA generation,KCNH2 3.1 inh,PKM2 activator
COc1ccc(C(=O)c2ncc(C(F)(F)F)cc2Cl)cc1,-0.8%,-4,0%,1,4%,2%,0,0%,6%,38,3%
COc1ccc(C)cc1NC(=O)CNc1ccc(C(C)=O)cc1,-0.3%,9,-3%,-18,-3%,x,3,-7%,6%,2,4%

# Additional compounds follow:
SMILES,B2AR arrestin,KCNH2 WT inh,USP2a block,Giardia kill,Eya2 inh,GALK inhibitor,FBPA coupling cs,BCR signal inh,uPA generation,KCNH2 3.1 inh,PKM2 activator
Cc1nnc(NC(=O)NC(C)N2C(=O)C3C4C=CC(C4)C3C2=O)s1 (stereo not given),-0.4%,-1&4,2%,-2&17,-8%,2%,-1,u,-9%&-4%,-7&6,0%
CC(C)CC(=O)Nc1sc2c(c1C(=O)O)CCCCC2,0.3%,-5,2%,11,2%,-3%,-7,u,11%,-4,-5%
CC(C)c1ccc(Oc2cccc(C(=O)/C(C#N)=C/N(C)C)c2)cc1,-0.1%,-1,-3%,-8,-11%,-2%,13,u,-2%,18,2%
CC1CN(C(=O)/C=C/c2ccccc2Cl)CC(C)O1 (stereo not given),0.0%,-3,2%,13,5%,8%,2,2%,5%,-2,0%[11.5 µM]
CC(C)C(NS(=O)(=O)c1cccc2nsnc12)C(=O)N1CCCCC1 (stereo not given),0.2%,-7,3%,-21,-4%,-5%,x,0%,-16%,8,x
CCN(CC)c1ccc(S(=O)(=O)N2CCOCC2)cc1NC(=O)CNCc1ccccc1,-0.7%,12,-6%,6,-3%,-3%,-14,11%,-6%,9,12%
N#CCCn1nc(-c2ccccc2)cc1Nc1ccccc1NC(=O)C(F)(F)F,0.4%,-15,1%,-6,-3%,1%,2,u,25%,-11,6%
CC(=O)CCc1ccc(OCC(=O)Nc2cccc(S(=O)(=O)N(C)c3ccccc3)c2)cc1,0.0%,-15,-1%,0,5%,x,x,1%,-7%,-33,x
O=C(Cn1c2ccccc2c2nc3n(c(=O)c21)CCS3)Nc1ccccc1C(F)(F)F,-0.3%,6,0%,18,-11%,-2%,-4,-7%,7%,23,-2%
CCOC(=O)C1CCN(C(=O)Nc2ccccc2Cl)CC1,0.2%,2,6%,16,-6%,4%,0,2%,0%,9,1%
Cc1ccc(C(=O)Nc2c(C)n(C)n(-c3ccccc3)c2=O)cc1S(=O)(=O)N1CCOCC1,-0.7%,24,-6%,1,0%,1%,1,-1%,3%,1,0%
Cc1cc([N+](=O)[O-])nn1Cc1noc(C(=O)NCCc2ccccn2)n1,-0.2%,9,2%,-9,-1%,0%,-1,-11%,2%,16,0%
O=C(CCN1C(=O)c2ccccc2C1=O)NCc1ccncc1,-0.2%,-1,-2%,-3,-5%,1%,2,5%,-1%,2,-11%
CN1CCN(CCC(=O)Nc2ccc3c(c2)OCO3)CC1,3.4%,-15,-1%,8,-28%,-2%,2,4%,2%,-1,-7%
COc1cc2c(cc1OC)C(c1ccccc1)CC2=O (stereo not given),-0.3%,0,0%,-9,-8%,x,0,u,5%,-3,-3%
O=C(Nc1ccc2nc[nH]c2c1)c1ccco1,-0.3%,-1,2%,-29,7%,5%,2,-3%,-5%,0,-6%
NNC(=O)CSCc1nc(-c2ccccc2)cs1,-0.6%,1,0%,1,u,x,3,u,15%,-1,4%
COCCn1nnnc1CN1CCC(O)(c2cccc(C(F)(F)F)c2)CC1,-0.3%,-19,5%,-5,-16%,4%,3,-2%,3%,19,6%
Cc1ccc(N(CC(=O)NCc2ccccn2)S(=O)(=O)c2ccccc2)cc1Cl,0.0%,2,4%,-15,0%,6%,x,-3%,4%,-9,-1%
c1ccc(Sc2cnc3ccccc3n2)cc1,x,5,x,11,x,1%,-11,x,-4%,1,-21%
COCCN(C(=O)CSc1nnc(-c2cccs2)n1N)c1c(N)n(Cc2ccccc2)c(=O)[nH]c1=O,-0.4%,-18,1%,-6,-2%,-3%,x,1%,-7%,-5,-7%
Cc1cc(Br)ccc1NC(=O)CN1CCN(c2ccccn2)CC1,-0.8%,-2,3%,-7,-11%,4%,3,-9%,12%,-5,x
C/C(=N/NC(=O)CNC(=O)/C=C/c1ccco1)c1ccc(Cl)cc1,-0.4%,12,-1%,19,5%,-2%,7,-10%,-3%,-5,25µM*
Cc1cc(NS(=O)(=O)c2ccc(NC(=O)COc3ccccc3[N+](=O)[O-])cc2)no1,-0.1%,-32,7%,-2,4%,0%,x,-1%,5%,11,-12%
CCn1c(NCCCO)nc2c(c1=O)C(C)(CC)Cc1ccccc1-2 (stereo not given),-0.9%,-2,-9%,19,-1%,0%,-2,10%,13%,-3,-12%
CCOc1ccc(NC(=O)CCN2CCN(S(=O)(=O)c3ccc(F)cc3)CC2)cc1,0.4%,6,1%,-16,1%,-1%,4,14%,2%,8,4%[0.46 µM]
Cc1sc(NC(=O)Cn2c(=O)oc3ccccc32)nc1-c1ccc(Cl)cc1,-1.0%,-5,3%,-5,-11%,0%,1,12%,-7%,0,8%
CCCN1C(=O)c2cc(C(=O)Nc3ccc(OC)c(OC)c3)ccc2C1Nc1ccc(OC)c(OC)c1 (stereo not given),-0.2%,-11,0%,-5,-5%,3%,-3,-18%,0%,x,6%
CC(C)c1ccc(NC(=O)c2ccc3c(c2)CCN3S(C)(=O)=O)cc1,-0.4%,16,0%,5,-4%,-2%,-1,-7%,-18%,1,x
